Screens: PubChem BioAssay, Sanford-Burnham Center for Chemical Genomics
SENP8 block = SENP8 (human) protease inhibition. hit rate 0.64% among 360,000. inhibition, % at 20 µM. recombinant SENP8, Nedd8 substrate fluorescence. Q96LD8. AID 602440; in the data active = inhibition mostly above about 40%, no sharp cut-off; inactive = mostly below about 27%
Target sequence (Q96LD8 whole entry, looked up): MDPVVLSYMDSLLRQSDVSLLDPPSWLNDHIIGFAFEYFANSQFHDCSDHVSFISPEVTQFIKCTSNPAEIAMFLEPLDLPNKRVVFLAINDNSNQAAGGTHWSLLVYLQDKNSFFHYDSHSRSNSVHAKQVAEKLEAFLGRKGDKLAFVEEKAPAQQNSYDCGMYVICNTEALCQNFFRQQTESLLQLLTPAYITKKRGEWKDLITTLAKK
GRIN3A LBD mod = NR3A (human) ligand-binding domain modulation | NR3A LBD differential scanning fluorimetry, Tm shift; 0% = protein alone, 100% = glycine-bound protein | Tm shift relative to glycine control, % at 25 µM | hit rate 2.5% among 340,000;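 active = melting temperature shift of at least 10% of the positive control shift, at one fixed dose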
ATG4B inh = blocks human ATG4B protease cleavage of LC3 substrate | hit rate 0.51% among 340,000 | ATG4B cleavage of LC3-PLA2, NBD-HPC fluorescence, 1 h | inhibition, % at 8.33 µM | Q9Y4P1 | AID 504462; in the data active = inhibition above about 40%
Target sequence (Q9Y4P1 whole entry, looked up): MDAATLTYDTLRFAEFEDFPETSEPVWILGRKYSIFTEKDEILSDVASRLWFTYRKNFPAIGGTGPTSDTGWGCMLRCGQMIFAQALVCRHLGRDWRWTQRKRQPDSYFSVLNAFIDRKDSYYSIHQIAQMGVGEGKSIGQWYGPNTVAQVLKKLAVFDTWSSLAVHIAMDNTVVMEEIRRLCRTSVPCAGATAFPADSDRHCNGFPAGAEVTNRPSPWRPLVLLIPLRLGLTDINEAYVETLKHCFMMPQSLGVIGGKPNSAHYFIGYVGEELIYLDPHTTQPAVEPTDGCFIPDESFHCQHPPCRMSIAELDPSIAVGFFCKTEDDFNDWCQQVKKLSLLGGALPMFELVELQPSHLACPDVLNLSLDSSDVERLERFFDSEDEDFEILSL
MPTP block = inhibitors of mitochondrial permeability transition pore. isolated mouse mitochondria, Ca2+ swelling absorbance, 30 min. inhibition, % at 10 µM. hit rate 1.4% among 360,000;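 active = inhibition of 50% or more, scaled per plate between neutral and stimulator controls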;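 also: 0% = DMSO wells given calcium and 100% = 1 mM EGTA wells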
PfG6PD inh = PfG6PD (Plasmodium falciparum) enzyme inhibition. PfGluPho enzyme, NADPH resazurin-diaphorase fluorescence. inhibition, % at 20 µM. hit rate 0.78% among 350,000. AID 504690;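 active = inhibition reaching at least a set limit at 20 µM in the primary screen, cut at about 59% in these data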;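 also: 0% = DMSO wells with substrate and 100% = DMSO wells lacking glucose-6-phosphate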
SENP6 inh = SENP6 protease inhibition; Q9GZR1; Recombinant SENP6 catalytic domain, aminoluciferin luminescence; inhibition, % at 10 µM; hit rate 1.8% among 330,000;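 active = inhibition above about 50% at the single tested dose, limit read from the data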;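 also: plate controls were DMSO wells with enzyme for no effect and DMSO wells lacking enzyme for full effect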
SENP1 inh = inhibitors of human SENP1 SUMO protease catalytic domain. inhibition, % at 10 µM. AID 624204. recombinant SENP1 catalytic domain, CyPet-SUMO1-YPet FRET cleavage. hit rate 0.21% among 360,000. Q9P0U3;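 active = inhibition at least 30% at 10 µM, raw YFP signal under a set limit, fluorescence ratio 0.5 to 1.5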;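 also: 0% = enzyme with DMSO and 100% = no enzyme wells; some results filed as inactive read as strong as hits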
Target sequence (Q9P0U3 419-644 limits assumed): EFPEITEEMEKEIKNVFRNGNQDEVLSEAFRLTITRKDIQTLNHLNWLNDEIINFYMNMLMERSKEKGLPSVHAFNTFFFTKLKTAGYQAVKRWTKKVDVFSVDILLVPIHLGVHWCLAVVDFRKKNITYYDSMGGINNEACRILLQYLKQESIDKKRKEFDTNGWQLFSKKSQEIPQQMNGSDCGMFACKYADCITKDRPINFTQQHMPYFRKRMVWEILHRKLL
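Assay system – human recombinant His6-tagged SENP1 catalytic domain enzyme · Input – SENP1 enzyme, 20 pM final · Buffer or medium – Tris pH 8 buffer plus EDTA, NaCl, BME, BSA, NP40, catalase · Schedule – 50 min reaction at room temperature · Technique – FRET read of cyan and yellow fluorescence · Control set – no-enzyme wells low, DMSO-plus-enzyme wells high control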
hIAP act = increases human intestinal alkaline phosphatase activity; hit rate 0.16% among 330,000; AID 2524; activation factor at 10 µM; purified human IAP, CDP-Star luminescence, 30 min; stronger effect = higher value; 1 = vehicle-only enzyme, 0 = enzyme-free background; P09923;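 active = activation factor of the enzyme at least 2-fold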; also: the source names both 10 and 20 µM as test concentration; values of inactives mirror those of a sister screen read the other way
* = called active by the depositor; i = inactive; · = not tested or not shown.

SMILES	SENP8 block	GRIN3A LBD mod	ATG4B inh	MPTP block	PfG6PD inh	SENP6 inh	SENP1 inh	hIAP act
Cc1ccc(C)c(N2CCN(C(=O)CCS(=O)(=O)c3ccc4c(c3)CCN4C(=O)C3CC3)CC2)c1	17	-1	1	-1.1	4	-20	1	1
CCn1ccnc1CN(C)Cc1nc(-c2ccc3c(c2)OCO3)no1	13	0	-2	-0.2	4	3	2	0.93
O=C(CSc1nc2ccccc2c(=O)n1-c1ccccc1Cl)Nc1cccc(S(=O)(=O)N2CCOCC2)c1	8	-13	1	2.5	-1	0	2	0.93
CNS(=O)(=O)c1cccc(C(=O)OCC(=O)c2cc3ccccc3o2)c1	-11	-1	-4	3.3	-16	-18	-12	1
CC(C)CCn1c(Br)nc2c1c(=O)n(CC(N)=O)c(=O)n2C	-4	1	2	-0.1	-12	5	-1	0.87
CCCc1cc(=O)[nH]c(SCC(=O)Nc2ccc(C)c(S(=O)(=O)N3CCCCC3)c2)n1	3	-5	1	0.6	-25	3	2	0.86
Cc1ccc(N2CC(C(N)=O)CC2=O)cc1 (configuration not stated)	6	2	-5	-3.4	-12	2	0	0.98
Cc1ccc(SCCC(=O)NCc2ccco2)cc1	24	-1	-5	-0.7	2	-27	1	0.9
C#CCNC(=O)C1=C[C@H](c2ccc3c(c2)OCO3)C[C@H](OCCCCO)O1	·	-2	4	·	0	-5	·	0.97
CNC(=O)c1cc2ccccc2o1	-4	2	3	-2.6	6	-6	1	1.2
CC(NC(=S)Nc1c(Br)cccc1OC(F)F)C(C)(C)C (configuration not stated)	10	-3	15	12	14	3	-2	0.95
FC(F)(F)c1ccc(NC(=S)NC2CCCCC2)cc1	5	1	10	99*	19	0	0	1
N#CCC(=O)Nc1ccc(C(=O)Nc2ccc3c(c2)OCO3)cc1	-14	29*	-4	-0.4	5	-2	-22	1
Cc1oc(-c2ccccc2)nc1C(=O)N1CCN(c2ccc(F)cc2)CC1	-2	-1	-2	5.5	4	7	-2	1.2
Cc1cc(C)cc(NC(=O)CCn2c(=O)c3cccn3c3ccccc32)c1	0	2	-2	-2.7	20	-3	-2	1.3
CCOC(=O)c1cc(C(C)(C)C)nc(SC)c1C#N	-87	1	1	-0.7	-4	7	-2	1.3
Cc1nnnn1/C(=C\c1ccccc1)C(=O)OCC(=O)N1CC2(C)CC1CC(C)(C)C2 (configuration not stated)	8	2	-15	1.2	10	-8	-1	1.2
COc1ncnc(NS(=O)(=O)c2ccc(N)cc2)c1OC	8	-1	0	-0.8	-1	-5	1	0.92
CC(C)CNS(=O)(=O)c1ccc(CCC(=O)NCc2cccnc2)cc1	17	1	3	1.8	-15	2	1	0.97
C=CCn1ccc(=NC=C(C#N)C#N)c2ccccc21	45*	2	-6	-2.4	0	4	-38	0.85
COc1ccc(NC(C#N)c2ccccc2OCc2ccccc2)cc1 (configuration not stated)	25	4	23	1.4	16	-26	1	1.2
Clc1ccc2scc(CN3CCCCC3)c2c1	21	16*	7	0.0	-19	-32	1	0.83
COc1cccc(N2C(N)=NC(N)=NC2(C)C)c1	19	1	0	2.0	11	-4	3	1.1
O=C(Cn1c(O)c(N=NC(=O)c2ccncc2)c2ccccc21)Nc1ccccc1	·	-3	8	·	-4	5	·	1
CC(=O)N1CCN(CC(=O)Nc2cc([N+](=O)[O-])ccc2Cl)CC1	15	0	1	-0.3	2	0	-2	1
O=C(NC1CCCCCC1)C1CCN(C(=O)c2ccc(Cl)cc2)CC1	8	0	-6	-2.5	-2	7	0	0.94
COc1ccc(C(=O)Nc2ccc3c(c2)OCCO3)c(OC)c1	19	·	·	-1.4	33	·	1	·
COc1cc(CNS(=O)(=O)CCl)cc(OC)c1OC	-4	1	-3	-1.0	9	-14	3	0.97
CCOc1ccc(S(=O)(=O)NCc2cccs2)cc1C(C)C	9	-15	6	-0.1	20	-9	2	0.9
O=C(COc1ccc(/C=C2/NC(=O)NC2=O)cc1)Nc1ccc(F)cc1	-37	-7	8	0.0	3	-9	-1	1.1
CC(C)OC(=O)[C@H]1[C@H](c2ccc(Cl)cc2)[C@@](C#N)(C(N)=O)[C@@H]2C=CC(C(N)=O)=CN21	-154	-1	64*	-8.1	-10	·	-10	·
CC(Sc1ncnc2sc(-c3ccccc3)cc12)C(=O)N1CCNC1=O (configuration not stated)	-63	1	0	0.2	6	-12	-4	1
O=C(Cc1ccccc1)Nc1ccc(N2CCOCC2)cc1	-3	0	-8	-1.0	4	25	1	0.98
O=C(NNC(=S)NCc1ccccc1)c1ccc(Br)cc1	8	-4	5	0.4	-6	9	1	1.8
COCCn1c(SCC(=O)N(C)C2CCS(=O)(=O)C2)nc2ccccc2c1=O (configuration not stated)	18	0	-2	0.5	22	24	0	1.2
Nc1nc(Cl)cc(Oc2ccc(Cl)cc2)n1	9	-1	-1	-0.6	-6	-26	0	1.1
Cc1ccc(S(=O)(=O)N2Cc3ccccc3CC2C(=O)Nc2cc(C)on2)cc1 (configuration not stated)	11	-1	0	1.1	4	-19	0	0.96
CN(Cc1ccccc1)S(=O)(=O)c1ccc(NC(=S)NC(=O)C(C)(C)C)cc1	6	-5	26	9.1	16	4	2	1
C=CCn1c(SCC(=O)Nc2ccc(S(N)(=O)=O)cc2)nnc1-c1cnccn1	-22	-3	4	0.8	-3	17	-2	0.83
CCCOc1ccccc1C1NC(=O)NC(C)=C1C(=O)OCCOCC (configuration not stated)	22	0	9	-4.3	3	-5	1	1.1
CN(Cc1ccccc1)C(=O)CN1C(=O)NC2(CCCCCCC2)C1=O	6	1	0	0.4	-7	2	1	1
N#CCSCC(=O)Nc1ccc(F)cc1	5	0	-2	0.0	1	-12	1	0.99
Clc1ccccc1-c1nnc2n1CCCCC2	18	-2	1	-1.6	-3	-1	1	0.89
Cn1c(-c2c(N)n(C3CCCC3)c3nc4ccccc4nc23)nc2ccccc21	-326	9	17	26	47	-13	-23	0.95
Cn1cccc1CNC1CCCC1	18	-2	11	-0.1	-13	10	1	1.1
CN(C(=O)c1ccc(NC(=O)Cc2ccc(NC(=O)C3CCN(C(=O)C4CCCC4)CC3)cc2)cc1)C1CCCC1	14	0	-5	-1.5	-12	·	2	·
Cc1cccc(C)c1NC(=O)C1(NC(=O)c2cnccn2)CCCCC1	11	2	-1	-0.4	-15	4	2	0.92
OCCSc1c(F)c(SCCO)c(SCCO)c(F)c1SCCO	6	-1	-8	-1.3	4	-1	2	0.93
COc1ccc2c(c1)cc1n2CCN=C1NCCO	-345	2	-11	-0.6	-5	-7	3	1.1
Cc1[nH]c(C(=O)O)c(C)c1C(=O)OC(C)C	10	-2	7	-0.4	-13	-5	-1	0.9
CN1CCc2c(sc3c2c(=O)n(-c2cccc(Cl)c2)c2nncn32)C1	-72	0	-8	-1.0	16	0	-80	0.94
Nc1nnn(Cc2ccccc2)n1	-8	1	11	-6.5	-15	2	4	0.99
CCCN1CCN(C(=O)CCS(=O)(=O)c2cc3c(cc2Cl)NC(=O)CO3)CC1	-3	-2	-5	-2.7	-5	-12	0	1
CC(C)OC(=O)c1sc2nc3c(cc2c1N)C(=O)CCC3	27	2	-9	1.1	39	-17	-50	1.1
CC1=Nc2ccccc2N=C(NC(=O)CN2CCN(c3ccc(F)cc3)CC2)C1c1ccccc1 (configuration not stated)	21	-2	5	2.5	0	0	-2	0.79
COCCCn1c(SCC(=O)Nc2oc(C)c3c(C)n[nH]c(=O)c23)nc2sc3c(c2c1=O)CCC3	0	2	1	-0.4	0	-6	-1	1
O=C(CCc1nc2ccccc2[nH]1)Nc1ccc2c(c1)OCCO2	2	-2	2	-2.0	-2	-3	1	0.95
O=C(COc1ccc(F)cc1Cl)Nc1cccc(S(=O)(=O)N2CCCC2)c1	16	-5	-10	-0.1	15	5	2	1.1
COc1ccc(CCNC(=O)c2ccc(C)s2)cc1OC	12	0	-16	-0.6	8	0	-8	0.9
Cc1c(-n2c(-c3ccccc3)nc3ccccc3c2=O)c(=O)n(-c2ccccc2)n1C	8	-2	-6	7.7	15	-9	3	0.98

Remaining list, next part:
SMILES	SENP8 block	GRIN3A LBD mod	ATG4B inh	MPTP block	PfG6PD inh	SENP6 inh	SENP1 inh	hIAP act
CCOc1ccc(NC(=O)c2ccccc2C(=O)c2ccccc2)cc1OCC	-14	-2	-2	0.2	12	11	-2	1.3
O=C(c1ccccc1)c1cccc(C(=O)c2ccccc2)c1	8	2	11	-0.4	-14	-2	0	0.98
COCc1[nH]nc2c1C(c1cccc(OC)c1)C(C#N)=C(N)O2 (configuration not stated)	14	-1	3	-0.7	-28	-17	-4	1.1
COc1cccc(/C(=N/O)C2CC2c2ccc(Cl)cc2)c1 (configuration not stated)	19	-7	9	0.5	-28	-13	3	1
Cc1ccc(NC(=S)NNS(=O)(=O)c2ccc3ccccc3c2)cc1Cl	15	-1	-12	-1.1	45	-6	-1	1.2
Cc1cc(NCCO)nc(N2CCOCC2)n1	-42	-4	2	0.5	-11	3	-18	1
COC(=O)c1cccc(C23CC4(C2)[C@H](CN(CC2CCCCC2)[C@@H]4c2ccccc2)C3c2ccccc2)c1 (some centres not stated)	-489	-2	-5	-0.1	-1	-7	-21	1
Cn1ccc(NS(=O)(=O)c2cc(Br)ccc2Br)n1	-2	1	-17	-0.3	12	-7	1	1.1
CCC(C(=O)N1CCOCC1)n1c(C(=O)OC)cc2occc21 (configuration not stated)	10	3	-7	-1.1	-4	-5	0	1
Cc1nccn1-c1c([N+](=O)[O-])c(=O)n(C)c2ccccc12	-124	-1	-7	0.7	16	7	-7	1.2
CC(C)CC(=O)Nc1ccc(C(=O)CN2CCN(c3ccc(O)cc3)CC2)cc1	9	-1	-5	12	28	11	1	1.4
CC1=C(C(N)=O)C(c2ccccc2)n2nc(-c3cccc(C)c3)nc2N1 (configuration not stated)	3	-3	-2	0.4	11	-4	0	1.5
CC1(C)Cc2c(C#N)c(N3CCN(C(=O)c4ccccc4)CC3)nc(Cc3ccccc3)c2CO1	i	1	1	0.3	7	-19	-1	0.97
CCn1c(=O)c(C(=O)CN2CCOCC2)c(N)n(Cc2ccccc2)c1=O	-3	1	-12	-0.1	3	-10	2	1
CC1CCCN(S(=O)(=O)c2cccc(C(=O)NCC3CCCO3)c2)C1 (configuration not stated)	-1	-5	-3	-2.0	11	7	2	0.88
CCOc1ccccc1NC(=O)C1C(c2ccccc2)C1(Cl)Cl (configuration not stated)	8	·	·	1.2	16	·	2	·
O=c1[nH]c2c(oc3ccccc32)c(=O)n1Cc1ccccc1	-122	4	-1	0.9	-8	-22	2	1.1
